# Assay outcomes deposited in PubChem BioAssay by several laboratories.
# CHRM4 agonist: human M4 muscarinic receptor agonists, primary screen, CHO-K1 cells, Fluo-8 calcium fluorescence; CHO-K1 hM4/Gqi5; vehicle 0%, full acetylcholine response 100%; Muscarinic acetylcholine receptor M4 (Homo sapiens), P08173; activation, % at 3 µM; 360,000 compounds, 0.14% hits;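 active means activation above the run mean over all test wells plus 3 SD, cut at about 32% in these data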;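 further: peak over basal fluorescence ratio per well then scaled between controls; 0% = DMSO wells and 100% = acetylcholine at EC100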
# Target sequence (P08173 whole entry, looked up): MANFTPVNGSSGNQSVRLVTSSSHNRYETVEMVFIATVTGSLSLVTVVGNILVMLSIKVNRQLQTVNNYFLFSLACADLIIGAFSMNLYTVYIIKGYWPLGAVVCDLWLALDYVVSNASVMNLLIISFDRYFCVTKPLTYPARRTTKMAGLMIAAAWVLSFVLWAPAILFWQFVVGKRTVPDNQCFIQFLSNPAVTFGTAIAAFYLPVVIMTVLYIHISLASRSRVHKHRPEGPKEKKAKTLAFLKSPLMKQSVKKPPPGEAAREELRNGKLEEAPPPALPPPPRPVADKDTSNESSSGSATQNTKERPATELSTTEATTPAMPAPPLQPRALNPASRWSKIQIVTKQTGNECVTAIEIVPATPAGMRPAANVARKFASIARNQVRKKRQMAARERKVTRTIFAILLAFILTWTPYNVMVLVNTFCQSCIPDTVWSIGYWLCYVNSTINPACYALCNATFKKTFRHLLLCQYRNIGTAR
# M5 ag: human M5 muscarinic receptor agonists, primary screen, CHO-K1 cells, Fluo-8 calcium fluorescence. Muscarinic acetylcholine receptor M5 (Homo sapiens), P08912. CHO-K1 hM5 cells; 0% DMSO wells, 100% maximal acetylcholine response. activation, % at 3 µM. 360,000 compounds, 0.19% hits. AID 624037, 2012;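 active means activation above the run's mean over test compounds plus 3 SD, cut at about 23% in these data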;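 further: signal is peak over basal fluorescence ratio across the kinetic read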
# Target sequence (P08912 whole entry, looked up): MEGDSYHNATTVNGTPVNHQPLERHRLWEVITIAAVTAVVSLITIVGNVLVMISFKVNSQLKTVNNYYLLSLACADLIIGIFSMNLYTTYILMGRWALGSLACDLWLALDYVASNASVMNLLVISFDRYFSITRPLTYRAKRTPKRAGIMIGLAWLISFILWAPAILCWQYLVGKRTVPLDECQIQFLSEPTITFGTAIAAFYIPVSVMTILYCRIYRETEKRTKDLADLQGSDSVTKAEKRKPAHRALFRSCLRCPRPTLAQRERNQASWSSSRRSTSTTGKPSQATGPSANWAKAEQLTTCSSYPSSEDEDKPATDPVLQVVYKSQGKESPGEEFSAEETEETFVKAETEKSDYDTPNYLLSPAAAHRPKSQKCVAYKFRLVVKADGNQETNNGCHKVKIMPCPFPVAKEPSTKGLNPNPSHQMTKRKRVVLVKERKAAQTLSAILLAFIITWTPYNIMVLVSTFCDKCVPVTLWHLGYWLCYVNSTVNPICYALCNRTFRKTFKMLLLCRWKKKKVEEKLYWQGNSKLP
# CRFR2-BP ag: agonists of CRF-BP/CRF-R2 complex, primary screen, cell-based, HEK293, calcium dye fluorescence, uHTS. CRF-binding protein / CRF receptor 2 complex (human). calcium dye fluorescence (FLIPR); percent of saturating CRF peptide response. activation, % at 13.2 µM. 350,000 compounds, 0.46% hits;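 active means activation of at least 50%, plus an integration ratio under a set limit after plate pattern correction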;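 further: plate controls were neutral control wells without compound for no effect and CRF at EC100 for full effect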
# CRFBP-R2 block: antagonists of CRF-BP/CRF-R2 complex, primary screen, cell-based, HEK293, calcium dye fluorescence, uHTS; CRF-induced calcium fluorescence; inhibition, % at 11.8 µM; 350,000 compounds, 0.59% hits; AID 588475, 2011;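 active means inhibition of the ligand-induced calcium signal above about 50% at the single tested concentration, limit read from the data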
# M5 PAM: human M5 muscarinic receptor positive allosteric modulators, primary screen, CHO-K1 cells, Fluo-8 calcium fluorescence; Muscarinic acetylcholine receptor M5 (Homo sapiens), P08912; AID 624038, 2012; CHO-K1 hM5, ACh EC20 PAM; 0% = ACh EC20, 100% = ACh EC100; 360,000 compounds, 0.3% hits; activation, % at 3 µM;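 active means activation above the run cutoff, the mean activation of all test compounds plus 3 SD, cut at about 18% in these data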
#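 system = human M5 receptor in CHO-K1 cells | reagent = EC20 acetylcholine as agonist stimulus | compound dosing = single-point, 3 µM nominal | incubation = Fluo-8 loading 80 min at 37 °C plus 30 min room temperature | detection = Fluo-8 calcium dye fluorescence, kinetic read | benchmarks = low control EC20 acetylcholine (0%), high control EC100 acetylcholine (100%)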
# M4 PAM: human M4 muscarinic receptor positive allosteric modulators, primary screen, CHO-K1 cells, Fluo-8 calcium fluorescence | Muscarinic acetylcholine receptor M4 (Homo sapiens), P08173 | CHO-K1 hM4/Gqi5, ACh EC20; 0% = ACh EC20, 100% = maximal ACh | activation, % at 3 µM | 360,000 compounds, 0.4% hits | AID 624126, 2012;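 active means activation above its plate's cutoff, the mean activation of sample wells plus 3 SD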; further: some results filed as inactive read as strong as hits
# IDE cell inh: human IDE inhibitors in live cells, primary screen, fluorescence polarization, HEK cells, FAbetaB substrate | FAbetaB cleavage | 320,000 compounds, 0.41% hits | Insulin-degrading enzyme (Homo sapiens), P14735 | inhibition, % at 5.59 µM | AID 434962, 2010;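 active means percent inhibition above the average of all tested compounds plus 3 SD, set per screening campaign, cut at about 16% in these data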;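 further: IDE supplied by intact live HEK cells; FP after avidin binding of uncleaved biotin substrate so inhibition keeps polarization high; 0% = DMSO wells and 100% = 60 µM reference IDE inhibitor Ii1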
# M4 antag: human M4 muscarinic receptor antagonists, primary screen, CHO cells, Fluo-8 calcium fluorescence. Muscarinic acetylcholine receptor M4 (Homo sapiens), P08173. CHO-hM4 cells, ACh EC80. inhibition, % at 3 µM. 360,000 compounds, 0.73% hits. AID 624125, 2012;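 active means inhibition above its plate's cutoff, the mean inhibition of sample wells plus 3 SD, cut at about 27% in these data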;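 further: 0% = acetylcholine EC80 with DMSO and 100% = DMSO without agonist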
# CHRM5 antagonist: human M5 muscarinic receptor antagonists, primary screen, CHO cells, Fluo-8 calcium fluorescence | Muscarinic acetylcholine receptor M5 (Homo sapiens), P08912 | CHO-hM5 cells, ACh EC80 | inhibition, % at 3 µM | 360,000 compounds, 0.59% hits;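 active means inhibition above a per-plate cutoff, the mean of that plate's test compounds plus 3 SD, cut at about 27% in these data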;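 further: 0% = acetylcholine EC80 with DMSO and 100% = DMSO without agonist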
# Starred values were filed as active, the others as inactive; nt = no result given.
SMILES,CHRM4 agonist,M5 ag,CRFR2-BP ag,CRFBP-R2 block,M5 PAM,M4 PAM,IDE cell inh,M4 antag,CHRM5 antagonist
Cc1nn(CC(=O)NCCc2ccc(Cl)cc2)c(=O)c2cccn12,0,-3,-1.6,3,0,1,2,2,-6
CC(C)(C)S(=O)(=O)N1C[C@@H]2CC/C=C\C/C=C\2[C@H]1CCO,0,2,2.3,28,4,-3,nt,-2,1
CCN1CCN(c2ncnc3sc(C(=O)Nc4ccccc4F)c(C)c23)CC1,3,-10,-1.8,4,-3,4,2,-7,-7
CN(Cc1nc(-c2ccccn2)no1)S(=O)(=O)c1ccccc1,1,-1,0.0,-1,2,5,2,-16,1
CCC1CCCCN1C(=O)Nc1cccc(NC(=O)N2CCCCC2CC)c1 (stereo unspecified),0,-5,-1.4,15,11,7,-2,-16,-9
CC(=O)NC(c1ccc(Cl)cc1)c1c(O)ccc2ccc(O)cc12 (stereo unspecified),1,-3,0.7,-27,5,-3,-4,7,16
Cc1cc2nc(NC(=O)C3(C)CCN(C)C3)[nH]c2cc1C (stereo unspecified),0,1,nt,nt,1,6,nt,-5,7
O=C(Nc1ccccc1)c1cccc(NC(=O)c2ccco2)c1,9,2,1.1,-7,-1,-5,2,-12,-2
Cc1c(N)cc(S(=O)(=O)O)cc1NC(=O)c1cccc([N+](=O)[O-])c1,0,-1,5.1,-1,1,3,nt,0,20
CCCC(=O)N(c1ccc2oc(=O)sc2c1)S(=O)(=O)c1cccs1,0,-4,-0.4,-3,2,10,8,9,-5
NC(=O)C1C(=O)c2ccccc2C1(C[N+](=O)[O-])c1ccccc1 (stereo unspecified),1,-4,5.3,2,3,9,nt,-12,0
O=C(CSc1nnc(-c2cccnc2)o1)Nc1ccccn1,1,1,-0.9,6,-1,8,3,9,1
CNc1nc2cc([N+](=O)[O-])c([N+](=O)[O-])cc2nc1NC,18,11,65*,66*,-14,-9,-8,13,30*
CN(C(=O)c1cncc(Br)c1)C1C2CC3CC(C2)CC1C3 (stereo unspecified),3,-18,-0.2,-12,-7,-12,5,1,2
CCc1ccc(C(=O)c2cc3ccc(O)cc3oc2=O)cc1,1,2,4.0,0,-1,-4,6,2,9
CCC(Oc1cccc(Cl)c1)C(=O)N1CCCN(C)CC1 (stereo unspecified),2,-5,-1.6,15,0,9,-8,-7,-4
COc1cccc(CNC(=O)CCc2nnc(C3CCCCC3)o2)c1,2,0,2.1,-2,4,5,9,-1,10
COc1cccc(N(CC(=O)NC2CCCC2)C(=O)Cn2nnc(-c3ccc(C)o3)n2)c1,1,0,-3.7,3,0,2,1,-17,-2
CCCCOc1ccc(C2C3CN(C(=O)OCC)CC=C3C(C#N)=C(N)C2(C#N)C#N)cc1OC (stereo unspecified),-2,-2,5.0,-6,4,2,-2,-5,0
Cc1sc(NC(=O)C2CCCCC2C(=O)O)c(C(N)=O)c1C (stereo unspecified),-1,1,-0.1,-8,-2,3,4,-2,-1
CC(C)Nc1nnc(SCC(=O)c2c(N)n(Cc3ccccc3)c(=O)n(C)c2=O)s1,2,-8,1.2,-4,-1,7,11,1,5
Nc1ccc(-c2nc3c(Cl)cc(N)cc3[nH]2)cc1,1,3,-3.0,27,-4,17,-4,-9,4
CC1(C)CC(=O)c2c(oc3ccc(NS(=O)(=O)c4cccc5cccnc45)cc23)C1,8,3,-2.8,-21,-6,-10,3,-19,0
COCC(=O)Nc1c(I)c(C(=O)NCC(O)CO)c(I)c(C(=O)N(C)CC(O)CO)c1I (stereo unspecified),1,1,-2.1,3,5,-3,0,-5,-10
Cc1c(Cl)c([N+](=O)[O-])nn1Cc1ccc(C(=O)N/N=C\c2cc(Cl)ccc2O)o1,1,-2,2.0,-5,-1,-2,-4,12,3
CCCCc1nnc(NC(=O)c2oc3ccc(OC)cc3c2C)s1,0,-3,2.2,-28,19*,15,-2,-15,-16
COCCCNC(=O)c1cccc(OC)c1OC,1,-1,3.1,10,1,7,6,0,-1
O=C(CCN1C(=O)c2ccccc2C1=O)C1=NN[C@@H]2C(=O)N(c3cccc(Cl)c3)C(=O)[C@H]12,5,1,-2.8,16,-8,-3,-4,2,4
CC(C)=CC(=O)N1CC[C@@H](N2CCN(c3ccccc3F)CC2)[C@H](O)C1,1,-1,0.6,6,4,3,8,6,1
COc1cc(/C=N/O)cc(Br)c1OCc1ccc(Cl)cc1,-1,-9,0.9,1,-12,10,2,-11,0
O=C(Cn1nnc2ccccc21)c1ccc(Cl)cc1,0,-6,-1.1,7,0,-8,1,1,10
CCCCc1ccc(-n2nnnc2SCC(=O)Nc2cc(OC)c([N+](=O)[O-])cc2C)cc1,1,-4,6.5,15,-1,5,6,-3,0
Cc1ccc(C2C(C(=O)c3sc(C)nc3C)=C(O)C(=O)N2CCN(C)C)o1 (stereo unspecified),3,2,0.6,-2,-2,-4,-4,0,2
O=C(Nc1ccccn1)c1ccc2c(c1)OCCO2,1,-8,18,-23,-3,6,8,-8,4
c1ccc(-n2c(Cc3cccnc3)nc3cnccc32)cc1,0,-7,0.1,1,3,2,5,2,9
O=C(COC(=O)C1=Cc2ccccc2OC1)NC1CCCC1,2,0,-1.0,9,4,9,-1,0,-2
COc1ccc(CCNC(=O)Cn2c(=O)n(-c3ccc(F)cc3F)c(=O)c3sccc32)cc1OC,-2,0,-4.5,16,9,17,6,-9,-1
CCOC(=O)C1CCN(C(=O)C2(NC(=O)Nc3ccccc3Cl)CCCCC2)CC1,1,-3,-1.8,29,-10,5,-1,-10,9
Cc1cc(NC(=O)CN(C)C)c([N+](=O)[O-])cc1C,1,1,-0.8,-5,-4,2,1,-5,10
N#CC1(NC(=O)COC(=O)Cc2n[nH]c(=O)c3ccccc23)CCCCC1,1,7,2.0,-4,3,-4,-1,-2,-2
Cc1ccc(Cl)cc1NC(=O)CNC(=O)N1CC(=O)Nc2ccccc21,1,-2,0.3,-8,3,0,6,-2,-2
COCCCNCCOCCOc1ccc(Cl)cc1Br,2,-6,1.4,-4,0,-4,2,1,-5
O=C(N/N=C/c1ccsc1)c1ccc2ccccc2n1,1,-1,0.6,13,0,8,0,-9,0
CCc1ccc(C(=O)C(C)OC(=O)Cc2n[nH]c(=O)c3ccccc23)cc1 (stereo unspecified),9,0,1.1,15,-4,-5,-3,5,12
Cc1nn(C)c(C)c1C(C)NC(=O)c1cc(COc2ccc(F)c(F)c2)on1 (stereo unspecified),4,-4,-1.6,9,-2,-3,-2,2,9
CCOC(=O)/C(C#N)=C/c1ccc(OC(=O)c2ccco2)c(OCC)c1,0,-1,17,-35,-8,-3,2,-5,7
CCc1cccc(CC)c1NC(=O)COc1ccccc1C(=O)c1cc(C#N)c(=O)n(C2CCCCC2)c1,4,6,4.8,-54,0,11,14,-3,5
Cc1ccnc(NS(=O)(=O)c2ccc(Cl)nc2)c1,0,6,2.2,4,0,-3,4,-11,2

# Already shown: an excerpt of the list.
SMILES,CHRM4 agonist,M5 ag,CRFR2-BP ag,CRFBP-R2 block,M5 PAM,M4 PAM,IDE cell inh,M4 antag,CHRM5 antagonist
Cc1nn(CC(=O)NCCc2ccc(Cl)cc2)c(=O)c2cccn12,0,-3,-1.6,3,0,1,2,2,-6
CC(C)(C)S(=O)(=O)N1C[C@@H]2CC/C=C\C/C=C\2[C@H]1CCO,0,2,2.3,28,4,-3,nt,-2,1
CCN1CCN(c2ncnc3sc(C(=O)Nc4ccccc4F)c(C)c23)CC1,3,-10,-1.8,4,-3,4,2,-7,-7
CN(Cc1nc(-c2ccccn2)no1)S(=O)(=O)c1ccccc1,1,-1,0.0,-1,2,5,2,-16,1
CCC1CCCCN1C(=O)Nc1cccc(NC(=O)N2CCCCC2CC)c1 (stereo unspecified),0,-5,-1.4,15,11,7,-2,-16,-9
CC(=O)NC(c1ccc(Cl)cc1)c1c(O)ccc2ccc(O)cc12 (stereo unspecified),1,-3,0.7,-27,5,-3,-4,7,16
Cc1cc2nc(NC(=O)C3(C)CCN(C)C3)[nH]c2cc1C (stereo unspecified),0,1,nt,nt,1,6,nt,-5,7
O=C(Nc1ccccc1)c1cccc(NC(=O)c2ccco2)c1,9,2,1.1,-7,-1,-5,2,-12,-2
Cc1c(N)cc(S(=O)(=O)O)cc1NC(=O)c1cccc([N+](=O)[O-])c1,0,-1,5.1,-1,1,3,nt,0,20
CCCC(=O)N(c1ccc2oc(=O)sc2c1)S(=O)(=O)c1cccs1,0,-4,-0.4,-3,2,10,8,9,-5
NC(=O)C1C(=O)c2ccccc2C1(C[N+](=O)[O-])c1ccccc1 (stereo unspecified),1,-4,5.3,2,3,9,nt,-12,0
O=C(CSc1nnc(-c2cccnc2)o1)Nc1ccccn1,1,1,-0.9,6,-1,8,3,9,1
CNc1nc2cc([N+](=O)[O-])c([N+](=O)[O-])cc2nc1NC,18,11,65*,66*,-14,-9,-8,13,30*

# (cont.)
SMILES,CHRM4 agonist,M5 ag,CRFR2-BP ag,CRFBP-R2 block,M5 PAM,M4 PAM,IDE cell inh,M4 antag,CHRM5 antagonist
Cc1ccccc1NC(=S)N(CCCN1CCCCC1)Cc1ccco1,0,-7,-2.1,8,-3,-15,-1,6,-2
CC1(C)CN(c2ccc(CC#N)cc2)C1=O,1,-2,3.8,-7,0,7,2,-3,5
Cc1occc1C(=O)NC(C)C12CC3CC(CC(C3)C1)C2 (stereo unspecified),-2,-4,-21,52*,-6,4,5,2,-10
O=C(CSc1nc2ccccc2o1)NCc1ccc2c(c1)OCO2,24,5,-12,42,-17,-11,-3,11,20
COc1ccc(-c2cc(=O)oc3cc(OCC(=O)Nc4ccccn4)ccc23)cc1,1,-1,-0.4,0,-3,-7,5,2,10
Cn1c(=O)c(C(=O)COc2ccc(C#N)cc2)c(N)n(Cc2ccccc2)c1=O,29,38*,55*,24,-18,-11,-3,-2,12
c1ccc2c(c1)CC/C2=N/Nc1nc2ccccc2[nH]1,5,-10,-11,-24,-2,9,3,-6,1
CCNC(=O)[C@H]1O[C@@H](n2cnc3c(N)nc(NCCc4ccc(CCC(=O)O)cc4)nc32)[C@H](O)[C@@H]1O,0,0,-1.0,-1,0,-5,-2,-4,-3
